# Screens (PubChem BioAssay)
# 12-LOX inh – ALOX12 (human) lipoxygenase inhibition. Potency, µM (highest dose often 108 µM), inactives show top-dose activity change, negative = inhibition, hits mostly inhibitors. purified 12hLO, xylenol orange hydroperoxide absorbance. AID 1671190. 580,000 tested, 1.1% active; active = well fitted inhibition curve with a large enough effect; inconclusive = small, poorly fitted or top-dose-only effect, or another doubt; inactive = no such curve, though single readings can be large or run the other way
# Target sequence (P18054 whole entry, looked up): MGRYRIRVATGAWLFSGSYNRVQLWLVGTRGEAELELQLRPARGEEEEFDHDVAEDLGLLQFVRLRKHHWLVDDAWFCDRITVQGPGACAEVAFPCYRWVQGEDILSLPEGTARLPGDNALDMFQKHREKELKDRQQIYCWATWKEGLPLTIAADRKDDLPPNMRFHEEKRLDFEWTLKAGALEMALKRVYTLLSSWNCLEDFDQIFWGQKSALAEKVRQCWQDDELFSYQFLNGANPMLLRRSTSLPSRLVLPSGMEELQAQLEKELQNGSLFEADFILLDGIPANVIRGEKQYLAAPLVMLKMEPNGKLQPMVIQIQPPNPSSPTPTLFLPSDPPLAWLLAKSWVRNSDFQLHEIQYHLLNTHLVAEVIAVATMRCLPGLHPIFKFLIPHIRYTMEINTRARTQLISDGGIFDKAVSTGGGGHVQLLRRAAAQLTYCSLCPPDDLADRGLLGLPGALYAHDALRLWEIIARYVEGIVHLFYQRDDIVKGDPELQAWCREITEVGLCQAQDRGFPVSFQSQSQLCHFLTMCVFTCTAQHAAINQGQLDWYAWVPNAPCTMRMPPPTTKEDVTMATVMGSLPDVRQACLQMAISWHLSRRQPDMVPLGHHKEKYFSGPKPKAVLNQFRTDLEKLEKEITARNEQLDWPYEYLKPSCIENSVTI
#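 Purified human 12hLO at 150 nM in 25 mM Hepes, 0.01% Triton X-100, pH 7.0, preincubated 15 min at room temperature with compound. Reaction started with 40 uM arachidonic acid, 30 min at room temperature. Hydroperoxide measured by Fe-xylenol orange, 573/405 nm absorbance ratio.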
# * = called active by the depositor; ? = inconclusive; [ ] = remark or other dose. % is scaled to controls: 0 for no effect and ±100 for the full control effect; potency is read from the fitted curve at half-maximal effect. Only part of the results is shown. The share of hits here may be higher or lower than overall.
SMILES,12-LOX inh
COCc1cn(C[C@H]2C[C@@H]3CCN2C[C@@H]3C(=O)N2CCCC2)nn1,15%[176 µM]
N#Cc1ccc(NC(=O)CCC2CCCCC2)cc1Cl,?
CC12CN(CC#N)CC(C)(CN(CC#N)C1)C2=O,-2%
Cn1cccc1CN1CCC2(CN[S+](=O)([O-])c3cccnc3O2)C1 (stereo unspecified),-3%[6.33 µM]
O=C(CCn1ccc2cc(S(=O)(=O)N3CCCCCC3)ccc21)N1CCC2(CC1)OCCO2,-3%
Cc1cccnc1CN1CCN2C(=O)N(c3ccccc3)C[C@H]2C1,59%[activator][176 µM]
CCOC(=O)[C@]12Cc3cc4ccccc4cc3[C@H]1N(Cc1ccccc1)C(=O)c1cc(OC)ccc12,?
O=C1CCC2(O)C3Cc4ccc(O)c5c4C2(CCN3Cc2ccoc2)C1O5 (stereo unspecified),?
O=C(Nc1ccc(=O)n2c1[C@@H]1C[C@@H](CN(S(=O)(=O)c3ccccc3)C1)C2)c1cccnc1,-5%
O=C(NCC1=C(c2cccc3ccccc23)C[C@@H]2CC[C@H]1N2Cc1ccco1)c1cccs1,?
Cc1ccc(-n2c(/C=C/c3ccco3)nc3ccccc3c2=O)cc1,16µM*
O=C1NCc2ccccc2CC12CCCN(Cc1ccncc1)C2 (stereo unspecified),-56%[6.33 µM]
FC(F)(F)CN1C2CCC1CN(c1cncc(Cl)c1)C2,5%[6.33 µM]
O=C1CC(CO)CN1 (stereo unspecified),-7%
CC(=O)Nc1ccc(-c2ccc(=O)n3c2[C@@H]2C[C@@H](CN(C(=O)c4cccs4)C2)C3)cc1,5%[176 µM]
O=C1CC2CCN(Cc3cccnc3)CC2CCN1 (stereo unspecified),6%[12.5 µM]
O=C(NCCN1CCC2(CC1)C(=O)NCN2c1cccc(F)c1)c1ccc2ccccc2c1,-102%
CC(=O)c1ccc(NC(=O)NC[C@H]2C[C@@H]3CCN2C[C@@H]3CN2CCOCC2)cc1,-13%[176 µM]
COc1ccc(-c2cn(C[C@H]3C[C@@H]4CCN3C[C@@H]4C(=O)NC(C)C)nn2)cc1,20%[176 µM]
Cc1ccc2c(n1)N(C)[C@H](CO)CCN(CC(C)C)C2,427%[activator][176 µM]
Cc1cc(C(=O)N2[C@H]3CC[C@@H]2c2cnc(-c4ccc(F)cc4)nc2C3)nn1C,-18%
O=C(CCn1cccn1)N1C[C@H](c2cccc(F)c2F)[C@@H]2[C@H]1C1CCN2CC1,-31%
C/C(=C\c1c[nH]c2ccccc12)[N+](=O)[O-],40%[activator]
O=C(N1[C@H]2CC[C@@H]1c1cnc(-c3ccc(F)cc3)nc1C2)C1(c2ccccc2)CC1,34%
CC(C)NC1CCC(C(C)(C)C)CC1 (stereo unspecified),?
COc1ccc(C(=O)N2[C@H]3CC[C@@H]2c2cnc(C)nc2C3)c(OC)c1,23%
COc1ccc(-c2cc([C@H]3CN4CC[C@H]3C[C@@H]4CNS(=O)(=O)c3ccc(Cl)cc3)n(C)n2)cc1OC,6%
O=C(CN1CCN(C(=O)Cc2n[nH]c(=O)c3ccccc23)CC1)NC1CC1,20%
COC(=O)C1=C(N)Oc2n[nH]c(-c3ccccc3)c2C12C(=O)N(C)c1ccccc12 (stereo unspecified),-27%
CN(C)C(=O)[C@H]1CN2CCC1C[C@@H]2Cn1cc(-c2cccc(O)c2)nn1 (stereo partly specified),2%[176 µM]
COc1cccc(S(=O)(=O)N2[C@H]3CC[C@@H]2c2cnc(C)nc2C3)c1,?
CCc1cnc(N2CCC3(CC2)C(=O)Nc2cc(Oc4ccccc4)c(OC)cc23)nc1,-12%[176 µM]
C[C@H](CO)N1C[C@H](C)[C@H](CN(C)C(=O)Oc2ccccc2)OCc2cnnn2CCCC1=O,9%
CC[C@H]1CN2CC[C@H]1C[C@@H]2CNC(=O)NC1CCCCC1,25%[176 µM]
CCOc1ccc2c(n1)CCNC2,?
O=S(=O)(CC1CS1)c1ccc(Oc2ccccc2)cc1 (stereo unspecified),6%[57.4 µM]
CC(C)NC(=O)OC[C@H]1C[C@@H]2CCN1C[C@@H]2c1cc(-c2ccc(F)cc2)nn1C,54%[176 µM]
O=C([C@H]1CN2CCC1C[C@@H]2Cn1cc(CCO)nn1)N1CCOCC1 (stereo partly specified),4%[176 µM]
CC12CNCC(C)(CNC1)C2=O,29%
CC[C@H]1CN2CC[C@H]1C[C@@H]2CNC(=O)c1ccc(-c2ccccc2)cc1,56%[activator][176 µM]
CC(C)=CC1C(C(=O)OC(C#N)c2cccc(Oc3ccccc3)c2)C1(C)C (stereo unspecified),7%
O=C(Nc1ccccc1)Nc1ccc2n(c1=O)C[C@H]1C[C@@H]2CN(C(=O)c2ccccc2)C1,6%[176 µM]
CN1CCN(C(=O)Cc2c[nH]c3ncc(-c4cccc(Cl)c4)cc23)CC1,?
Cc1cc(N2CCNC[C@H]2C)ccc1N1CCN[C@@H](C)C1,?
Cc1cccc(C)c1-n1nnnc1C(c1cccc2ccccc12)N1CCC2(CC1)C(=O)NCN2c1ccccc1 (stereo unspecified),5%
COc1ccc(-n2nnnc2C(c2cccc3ccccc23)N2CCC3(CC2)C(=O)NCN3c2ccccc2)cc1 (stereo unspecified),-35%
COC12c3ccccc3-c3ccccc3C1C(C(=O)O)C2C(=O)O (stereo unspecified),-3%
COC[C@H]1CCCN1C[C@H]1CN2CC[C@H]1C[C@@H]2CNC(=S)Nc1ccc(-n2cccn2)cc1,28%
CC(=O)C(C#N)c1ccccc1 (stereo unspecified),-9%
C[C@H]1O[C@H](OC2[C@@H](O)[C@@H](O)C(O)[C@H](O)[C@H]2O)[C@@H](N)C[C@@H]1N=C(N)C(=O)O (stereo partly specified),?
# (continued)
SMILES,12-LOX inh
CCC(C(=O)N1CCC(C#N)(c2ccccc2)CC1)n1cccn1 (stereo unspecified),37%
CCC(c1nnnn1Cc1ccccc1)N1CCC(n2c(=O)[nH]c3ccccc32)CC1 (stereo unspecified),-11%
Cn1nc(C2CCCC2)cc1[C@H]1CN2CC[C@H]1C[C@@H]2CNS(=O)(=O)c1ccccc1,11%[176 µM]
O=C(NC[C@H]1C[C@@H]2CCN1C[C@@H]2CN1CCCCC1)c1ccc2c(c1)OCO2,41%[activator][176 µM]
Cc1ccc2c(n1)N(C)[C@H](CO)CCN(C1COC1)C2,9%[176 µM]
CC1CCN(C[C@H]2CN3CC[C@H]2C[C@@H]3CNC(=O)c2ccc3c(c2)OCO3)CC1,75%[activator][176 µM]
COc1cc2c(cc1OC1CCCC1)NC(=O)C21CCN(c2ncc(F)cn2)CC1,-24%[176 µM]
Cc1cc(C=C(C#N)C#N)c(C)n1C1CC1,?
COc1ccc(-c2cc([C@H]3CN4CC[C@H]3C[C@@H]4CNC(=O)Nc3cccc(C(C)=O)c3)n(C)n2)cc1OC,28%
COC(=O)c1ccc(NC(=O)COC(=O)c2cn(C)c3ccccc23)cc1,-17%
O=C1N(Cc2cccnc2)C[C@H]2CN(C3CCOCC3)CCN12,8%[176 µM]
O=C(N1CCCC1)N1C2CCC1CN(Cc1cccnc1)C2,?
COc1ccc2nc(-c3ccc(CN4CCC(n5c(=O)[nH]c6cc(Cl)ccc65)CC4)cc3)c(-c3ccccc3)nc2c1,?
CN1CCN(C(=O)Cc2c[nH]c3ncc(-c4ccc(F)c(Cl)c4)cc23)CC1,8%[176 µM]
COc1cc2c(cc1OCC1CC1)NC(=O)C21CCN(C(=O)CCc2cccnc2)CC1,21%[176 µM]
Cc1ccc(S(=O)(=O)NC[C@H]2C[C@@H]3CCN2C[C@@H]3CN2CCSCC2)cc1,-6%[176 µM]
CN1C(=O)[C@H]2CN(Cc3ccc(Br)s3)C[C@H]2C1=O,39%
COc1ccc(NC(=S)N2Cc3ccccc3-n3nncc3C2)c(OC)c1,-19%
CC(C)NC1(c2ccccc2)CCCCC1,-12%
COC(=O)C1=C(c2ccc(OCc3ccccc3)cc2)C[C@@H]2CC[C@H]1N2C(=O)NCc1ccc(OC)cc1,2%
O=C(Cc1ccc(CO)cc1)N1CCN(Cc2cn[nH]n2)CC(O)C1 (stereo unspecified),98%[activator]
Cc1oc2cc(OC(=O)N(C)C)ccc2c(=O)c1-c1ccccc1,0%
C#C[C@H]1CN2CC[C@H]1C[C@@H]2CNC(=O)Nc1cccc(SC)c1,3%[176 µM]
O=C1NC(=O)C(C2CCOC2=O)N1 (stereo unspecified),8%
O=C([C@H]1CN2CCC1C[C@@H]2Cn1cc(COc2ccccc2)nn1)N1CCOCC1 (stereo partly specified),8%[176 µM]
CC(C)NC(=O)[C@H]1CN2CCC1C[C@@H]2Cn1cc(CN(C)Cc2ccccc2)nn1 (stereo partly specified),-14%[176 µM]
O=[S+]1([O-])NC2(CCN(Cc3ccccc3)C2)COc2ccncc21 (stereo unspecified),9%[6.33 µM]
Cc1nc(CN2CCNCC2)cs1,?
N#Cc1cncc(N2CC3CCC(C2)N3CC(F)(F)F)c1,3%[12.5 µM]
Cc1ccc(NC(=O)N2C[C@@H]3C[C@H](C2)c2c(-c4cccs4)ccc(=O)n2C3)cc1,8%[176 µM]
COc1ccc2c(c1)C1(CCN(C(=O)COc3ccc(Cl)cc3)C1)C(=O)N2C (stereo unspecified),?
O=C(C1CCCCC1)N1C[C@@H]2C[C@H](C1)c1c(-c3ccc(Cl)cc3)ccc(=O)n1C2,4%[176 µM]
Cc1[nH]nc2c1C(c1ccc(-c3ccccc3)o1)SCC(=O)N2 (stereo unspecified),-1%
CCOc1ccccc1CN1CCN(c2ccccc2)CC1,?
O=C(c1cn(CCCCn2cc(C(=O)C(F)(F)F)c3ccccc32)c2ccccc12)C(F)(F)F,-16%
C[C@@H]1CN([C@H](C)CO)C(=O)CCCn2nncc2CO[C@@H]1CN(C)C(=O)Oc1ccc2ccccc2c1,-7%
CC(=O)NCC1=C(c2ccc(S(C)(=O)=O)cc2)C[C@@H]2CC[C@H]1N2CCOc1ccccc1,-3%
CN1C[C@@H]2OCC(=O)N[C@@H]2C1,86%[activator][365 µM]
COc1cc(CCC(=O)N2CCC3(CC2)NCc2ccccc2-n2ccnc23)on1,-1%
COc1ccc(NC(=O)N2[C@H]3CC[C@@H]2c2cnc(C)nc2C3)c(C)c1,0%

# Reformatted bar-delimited: part of the list above.
compound | 12-LOX inh
CN1C[C@@H]2OCC(=O)N[C@@H]2C1 | 86%[activator][365 µM]
O=C(c1cn(CCCCn2cc(C(=O)C(F)(F)F)c3ccccc32)c2ccccc12)C(F)(F)F | -16%
COc1cc(CCC(=O)N2CCC3(CC2)NCc2ccccc2-n2ccnc23)on1 | -1%

# Next compounds follow:
SMILES,12-LOX inh
COC[C@H]1C[C@@H](NC2CCC2)[C@H](O)[C@@H]1O,1%[176 µM]
O=[S+]1([O-])NC2(CCN(CC3CCCC3)C2)COc2ccncc21 (stereo unspecified),4%[6.33 µM]
O=[S+]1([O-])NCC2(CCN(CC3CCCC3)C2)Oc2ncccc21 (stereo unspecified),8%[6.33 µM]
CC(C)(O)c1cn(C[C@H]2CC3CCN2C[C@@H]3C(=O)NC2CCCCC2)nn1 (stereo partly specified),10%[176 µM]
COc1ccccc1-c1cc([C@H]2CN3CC[C@H]2C[C@@H]3CNC(=O)c2ccc(C)cc2)n(C)n1,-9%
c1ccc(CCNCc2ccc3[nH]ccc3c2)cc1,?
C=CCN(C)C[C@H]1CN2CC[C@H]1C[C@@H]2CNC(=O)Nc1cccc(SC)c1,15%[176 µM]
COc1cc2c(cc1OCc1ccncc1)NC(=O)C21CCN(Cc2ccccc2)CC1,40%[activator][176 µM]
COc1ccc2c(c1)C1(CCN(C(=O)COc3ccccc3)C1)C(=O)N2C (stereo unspecified),33%
C=C[C@H]1CN2CC[C@H]1C[C@@H]2CNC(=O)C1CCCCC1,63%[activator][176 µM]
CCN1/C(=C/C=C/C2=[N+](CC)c3ccccc3C2(C)C)C(C)(C)c2ccccc21,?
O=C(C1CC1)N1[C@H]2CC[C@@H]1c1cnc(-c3ccc(F)cc3)nc1C2,10%
O=C(COc1ccc(F)cc1)N1CCN(CCc2ccncc2)CC1,-9%
O=C(O)C1=NOC2CN(Cc3ccncc3)CC12 (stereo unspecified),?
O=C(NCc1ccccc1)[C@H]1CN2CCC1C[C@@H]2Cn1cc(CC2CCCCC2)nn1 (stereo partly specified),20%[176 µM]
CC(N)Cc1ccc2oc3ccccc3c2c1 (stereo unspecified),-7%
CCCSP(=O)(OCC)SCCC,-8%[57.4 µM]
CCCS(=O)(=O)N1[C@H]2CC[C@@H]1c1cnc(C)nc1C2,15%

# Some of these compounds in order of heavy-atom count, largest number first.
SMILES,12-LOX inh
COc1ccccc1-c1cc([C@H]2CN3CC[C@H]2C[C@@H]3CNC(=O)c2ccc(C)cc2)n(C)n1,-9%
COc1cc2c(cc1OCc1ccncc1)NC(=O)C21CCN(Cc2ccccc2)CC1,40%[activator][176 µM]
O=C(NCc1ccccc1)[C@H]1CN2CCC1C[C@@H]2Cn1cc(CC2CCCCC2)nn1 (stereo partly specified),20%[176 µM]
CCN1/C(=C/C=C/C2=[N+](CC)c3ccccc3C2(C)C)C(C)(C)c2ccccc21,?
COc1ccc2c(c1)C1(CCN(C(=O)COc3ccccc3)C1)C(=O)N2C (stereo unspecified),33%
O=C(COc1ccc(F)cc1)N1CCN(CCc2ccncc2)CC1,-9%
O=C(C1CC1)N1[C@H]2CC[C@@H]1c1cnc(-c3ccc(F)cc3)nc1C2,10%
O=[S+]1([O-])NCC2(CCN(CC3CCCC3)C2)Oc2ncccc21 (stereo unspecified),8%[6.33 µM]
C=C[C@H]1CN2CC[C@H]1C[C@@H]2CNC(=O)C1CCCCC1,63%[activator][176 µM]
c1ccc(CCNCc2ccc3[nH]ccc3c2)cc1,?
O=C(O)C1=NOC2CN(Cc3ccncc3)CC12 (stereo unspecified),?
CC(N)Cc1ccc2oc3ccccc3c2c1 (stereo unspecified),-7%
COC[C@H]1C[C@@H](NC2CCC2)[C@H](O)[C@@H]1O,1%[176 µM]
CCCSP(=O)(OCC)SCCC,-8%[57.4 µM]
